M5 antag – human M5 muscarinic receptor antagonists, primary screen, CHO cells, Fluo-8 calcium fluorescence. actives 0.59% (n = 360,000). CHO-hM5 cells, ACh EC80. inhibition, % at 3 µM. AID 624040, 2012. Muscarinic acetylcholine receptor M5 (Homo sapiens), P08912;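 active = inhibition above a per-plate cutoff, the mean of that plate's test compounds plus 3 SD, cut at about 27% in these data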;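 note: 0% = acetylcholine EC80 with DMSO and 100% = DMSO without agonist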
Target sequence (P08912 whole entry, looked up): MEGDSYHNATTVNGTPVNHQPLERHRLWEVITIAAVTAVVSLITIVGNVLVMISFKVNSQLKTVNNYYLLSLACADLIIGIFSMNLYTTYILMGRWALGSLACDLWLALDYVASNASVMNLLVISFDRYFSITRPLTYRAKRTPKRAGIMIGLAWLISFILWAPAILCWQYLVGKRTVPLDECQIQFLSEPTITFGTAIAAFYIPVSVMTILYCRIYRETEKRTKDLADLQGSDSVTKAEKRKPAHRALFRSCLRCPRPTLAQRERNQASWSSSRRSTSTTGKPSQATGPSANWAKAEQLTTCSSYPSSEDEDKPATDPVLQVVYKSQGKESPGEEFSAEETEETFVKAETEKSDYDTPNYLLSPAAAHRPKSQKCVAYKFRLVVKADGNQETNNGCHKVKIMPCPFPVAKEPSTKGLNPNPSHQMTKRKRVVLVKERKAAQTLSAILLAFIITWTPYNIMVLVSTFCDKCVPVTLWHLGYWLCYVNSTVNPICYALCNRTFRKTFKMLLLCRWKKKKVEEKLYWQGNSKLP
M1 antag – human M1 muscarinic receptor antagonists, primary screen, CHO-K1 cells, Fluo-8 calcium fluorescence, 1536-well; CHO-K1 hM1, ACh EC80 antagonist; inhibition, % at 3 µM; actives 1.3% (n = 360,000); AID 588852, 2011;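 active = percent inhibition above its own plate's cutoff, namely the mean of that plate's compound wells plus 3 SD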;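 note: peak over basal fluorescence ratio during 140 s after agonist addition; 0% = ACh EC80 plus DMSO and 100% = DMSO alone without agonist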
CHRM1 PAM – human M1 muscarinic receptor positive allosteric modulators, primary screen, CHO-K1 cells, Fluo-8 calcium fluorescence, 1536-well | actives 0.088% (n = 360,000) | activation, % at 3 µM | AID 588819, 2011 | CHO-K1 hM1, ACh EC20; 0% = ACh EC20, 100% = maximal ACh; in the data active = activation above about 19%, passing the limit was not always enough
CHRM5 PAM – human M5 muscarinic receptor positive allosteric modulators, primary screen, CHO-K1 cells, Fluo-8 calcium fluorescence; Muscarinic acetylcholine receptor M5 (Homo sapiens), P08912; CHO-K1 hM5, ACh EC20 PAM; 0% = ACh EC20, 100% = ACh EC100; activation, % at 3 µM; actives 0.3% (n = 360,000);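 active = activation above the run cutoff, the mean activation of all test compounds plus 3 SD, cut at about 18% in these data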
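Replicates: One well per compound, no replicates | System: Human M5 receptor in CHO-K1 cells | Benchmarks: Low control EC20 acetylcholine (0%), high control EC100 acetylcholine (100%) | Probe or stimulus: Acetylcholine, EC20 level | Times: Fluo-8 loading 80 min at 37 °C plus 30 min room temperature | Signal: Intracellular calcium via Fluo-8 fluorescence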
M4 ag – human M4 muscarinic receptor agonists, primary screen, CHO-K1 cells, Fluo-8 calcium fluorescence | Muscarinic acetylcholine receptor M4 (Homo sapiens), P08173 | CHO-K1 hM4/Gqi5; vehicle 0%, full acetylcholine response 100% | activation, % at 3 µM | actives 0.14% (n = 360,000) | AID 624127, 2012;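 active = activation above the run mean over all test wells plus 3 SD, cut at about 32% in these data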;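 note: peak over basal fluorescence ratio per well then scaled between controls; 0% = DMSO wells and 100% = acetylcholine at EC100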
Target sequence (P08173 whole entry, looked up): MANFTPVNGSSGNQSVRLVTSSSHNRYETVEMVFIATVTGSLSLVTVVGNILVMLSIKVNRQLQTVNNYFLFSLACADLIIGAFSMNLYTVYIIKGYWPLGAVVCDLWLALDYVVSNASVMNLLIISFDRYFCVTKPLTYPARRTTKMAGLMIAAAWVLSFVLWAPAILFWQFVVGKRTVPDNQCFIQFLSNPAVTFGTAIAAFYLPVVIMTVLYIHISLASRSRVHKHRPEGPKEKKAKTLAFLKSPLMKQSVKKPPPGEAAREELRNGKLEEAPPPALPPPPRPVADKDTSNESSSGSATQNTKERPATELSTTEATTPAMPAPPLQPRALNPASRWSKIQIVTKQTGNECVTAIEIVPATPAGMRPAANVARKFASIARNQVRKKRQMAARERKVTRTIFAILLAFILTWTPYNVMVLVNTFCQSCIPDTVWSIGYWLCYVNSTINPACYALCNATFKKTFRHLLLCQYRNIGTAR
CRFBP-R2 agonist – agonists of CRF-BP/CRF-R2 complex, primary screen, cell-based, HEK293, calcium dye fluorescence, uHTS; CRF-binding protein / CRF receptor 2 complex (human); calcium dye fluorescence (FLIPR); percent of saturating CRF peptide response; activation, % at 13.2 µM; actives 0.46% (n = 350,000); AID 588473, 2011;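 active = activation of at least 50%, plus an integration ratio under a set limit after plate pattern correction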;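 note: plate controls were neutral control wells without compound for no effect and CRF at EC100 for full effect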
M4 PAM – human M4 muscarinic receptor positive allosteric modulators, primary screen, CHO-K1 cells, Fluo-8 calcium fluorescence; AID 624126, 2012; actives 0.4% (n = 360,000); activation, % at 3 µM; CHO-K1 hM4/Gqi5, ACh EC20; 0% = ACh EC20, 100% = maximal ACh;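 active = activation above its plate's cutoff, the mean activation of sample wells plus 3 SD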; note: some results filed as inactive read as strong as hits
M4 antag – human M4 muscarinic receptor antagonists, primary screen, CHO cells, Fluo-8 calcium fluorescence. Muscarinic acetylcholine receptor M4 (Homo sapiens), P08173. CHO-hM4 cells, ACh EC80. inhibition, % at 3 µM. actives 0.73% (n = 360,000);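 active = inhibition above its plate's cutoff, the mean inhibition of sample wells plus 3 SD, cut at about 27% in these data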;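 note: 0% = acetylcholine EC80 with DMSO and 100% = DMSO without agonist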
M5 ag – human M5 muscarinic receptor agonists, primary screen, CHO-K1 cells, Fluo-8 calcium fluorescence; CHO-K1 hM5 cells; 0% DMSO wells, 100% maximal acetylcholine response; activation, % at 3 µM; AID 624037, 2012; actives 0.19% (n = 360,000); Muscarinic acetylcholine receptor M5 (Homo sapiens), P08912;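 active = activation above the run's mean over test compounds plus 3 SD, cut at about 23% in these data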;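 note: signal is peak over basal fluorescence ratio across the kinetic read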
The depositor's hits bear a star; nt = no result given. This is a random part of the collection; any-hit rate near 2.8%.

M5 ag	M4 PAM	M4 ag	CRFBP-R2 agonist	M5 antag	M1 antag	M4 antag	CHRM1 PAM	CHRM5 PAM	Molecule
2	-3	5	0.5	1	-3	-3	3	2	O=C(Nc1nc2c(F)cc(F)cc2s1)C1COc2ccccc2O1 (stereo not drawn)
6	-7	13	21	19	-8	4	1	-4	CC1(C)Cc2c(sc(NC(=O)Nc3ccccc3)c2C(N)=O)CO1
0	1	0	0.0	-17	7	4	-4	4	COc1ccc(-n2c(CNC(=O)COc3ccccc3)n[nH]c2=S)cc1
3	-2	8	-0.5	8	-9	-2	4	-6	O=C(c1ccc(Cn2c(=O)[nH]c3ccsc3c2=O)cc1)N1CCN(c2ccccc2)CC1
-1	-2	1	1.5	9	-9	-3	2	0	C[C@H](O)C#Cc1cnc2c(c1)C(=O)N([C@H](C)CO)C[C@@H](C)[C@@H](CN(C)Cc1ccc(-c3ccccc3)cc1)O2
-2	0	2	0.3	15	-8	-2	-2	1	COc1cc(=O)n2c(-c3ccccc3)csc2n1
-2	0	3	-0.8	-1	-5	-4	7	3	Cc1cccc(-c2noc(CNC(=O)c3ccc4c(c3)OCO4)n2)c1
-1	2	0	-0.3	3	-15	-3	11	-1	Cc1ccc(NC(=O)c2oc3ccccc3c2C)nc1
-1	16	1	1.0	-2	-13	-18	7	2	Cc1c(NC(=O)C2CC=CCC2C(=O)O)c(=O)n(-c2ccccc2)n1C (stereo not drawn)
-2	12	0	-1.1	4	-10	-7	4	-10	CCc1cccc(NC(=O)CSc2nc(C)cs2)c1
-3	9	1	4.0	2	-1	-6	4	6	COc1ccc(-c2nc3c(-c4ccccc4)cnn3cc2C)cc1F
3	0	2	-1.1	1	1	11	6	-1	CC(C)c1ccc(-n2nnnc2SCC(=O)NC2CC2)cc1
-3	-7	10	-2.0	14	7	1	-6	-5	CCN(CC)S(=O)(=O)c1ccc(NC(=O)COc2cccc(-n3cnnn3)c2)cc1
-3	7	0	-0.3	7	-4	3	-2	-2	Cc1ccc(NC2(C(F)(F)F)N=C(c3ccccc3)NC2=O)nc1 (stereo not drawn)
-2	11	6	-1.9	5	1	-8	1	-4	COc1cc(S(=O)(=O)N(Cc2ccccc2)Cc2ccccn2)ccc1-n1cnnn1
-4	1	1	-0.8	10	8	-2	0	-3	CCOC(=O)c1[nH]c2ccccc2c1NC(=O)NC(C)C
-1	1	2	0.1	-7	-30	0	12	10	CCC(=O)N1CCc2cc(S(=O)(=O)CCC(=O)NCCc3ccc(OC)c(OC)c3)ccc21
0	-14	6	5.3	13	0	2	0	-5	O=C(OCCOc1cccc(Cl)c1)c1ccc2ncsc2c1
1	-1	6	-4.1	12	13	4	-4	-5	COc1ccccc1CCNC(=O)C(=O)Nc1cc2c3c(c1)C(C)C(=O)N3CCC2 (stereo not drawn)
0	1	3	-0.9	3	-6	-7	10	4	CCN(CC)c1ccc(S(=O)(=O)N2CCOCC2)cc1NC(=O)Cn1nc(C)c([N+](=O)[O-])c1C
-3	1	3	0.8	7	7	-6	-1	-3	O=C(CNS(=O)(=O)c1cccc(Br)c1)NCCCc1ccccc1
0	-3	4	-2.3	11	-3	-6	0	-7	Cc1ccc(C2C(N)C(=O)N2c2ccc(C)cc2)cc1 (stereo not drawn)
-1	-3	0	-1.2	1	2	11	3	2	CC1(C)NC(=O)N(CC(O)CN(c2cccc([N+](=O)[O-])c2)S(=O)(=O)c2ccccc2)C1=O (stereo not drawn)
1	8	0	8.4	-6	-13	-13	9	3	C#CCN(C[C@H]1[C@H](OC(=O)NCCCCCC)[C@H](OC(=O)NCCCCCC)C[C@@H](C(=O)OC)[C@H]1C(=O)OC)S(=O)(=O)c1ccc(C)cc1
-1	15	0	2.4	18	-15	3	11	-5	Cc1cc(O)cc(=O)n1Cc1ccccc1
-1	-4	1	2.1	-1	-21	-1	1	2	Cn1ncc(N=Cc2ccccc2O)c1C(=O)Nc1ccccc1
-4	2	1	1.3	-6	-7	-5	1	-1	CC(C)Cn1c2nc3ccccc3nc2c2c(=O)n(CCN3CCOCC3)cnc21
-1	-7	0	1.6	8	4	2	-1	-8	NC(=O)c1cc(C(N)=O)nc(Cl)n1
-1	8	1	0.2	13	-19	-6	11	-1	COc1ccc(N(CC(=O)N2CCCCCC2)S(=O)(=O)c2ccccc2[N+](=O)[O-])c(OC)c1
-2	15	1	0.1	-6	-7	0	9	3	Cn1ncc(Cl)c1C(=O)N/N=C/c1ccccn1

A stretch taken from the entries so far, as a working copy:
M5 ag	M4 PAM	M4 ag	CRFBP-R2 agonist	M5 antag	M1 antag	M4 antag	CHRM1 PAM	CHRM5 PAM	Molecule
-4	1	1	-0.8	10	8	-2	0	-3	CCOC(=O)c1[nH]c2ccccc2c1NC(=O)NC(C)C
-1	1	2	0.1	-7	-30	0	12	10	CCC(=O)N1CCc2cc(S(=O)(=O)CCC(=O)NCCc3ccc(OC)c(OC)c3)ccc21
0	-14	6	5.3	13	0	2	0	-5	O=C(OCCOc1cccc(Cl)c1)c1ccc2ncsc2c1

The list goes on:
M5 ag	M4 PAM	M4 ag	CRFBP-R2 agonist	M5 antag	M1 antag	M4 antag	CHRM1 PAM	CHRM5 PAM	Molecule
1	7	2	-0.7	-3	-4	-3	7	-4	CC(=O)NC1=NN(C(C)=O)C(C)(c2ccc(C)cc2)S1 (stereo not drawn)
2	-7	12	-0.7	17	1	-2	2	-18	CC(=O)OCC=C1CCC2C3CCC4=CC(=O)CCC4(C)C3C(O)CC12C (stereo not drawn)
0	3	0	1.2	2	-12	-6	7	3	O=c1nc(N/N=C/C=C/c2ccccc2)cn[nH]1
2	-9	16	0.2	13	42*	11	-14	-7	Cc1ccc(-c2cc(C(=O)N3CCN(c4ccccc4O)CC3)c3ccccc3n2)o1
2	5	2	0.3	4	11	3	-7	-9	COc1ccc(/C(C)=N/N2C(C)CCCC2C)c(OC)c1 (stereo not drawn)
-3	-2	1	-1.5	6	-7	9	4	-3	Cc1ccc2[nH]c(=O)c(CN(CC3CCCO3)C(=S)NCc3ccco3)cc2c1 (stereo not drawn)
-1	7	0	-0.6	-3	-14	-12	12	-2	O=C(N/C(=C/c1cccc([N+](=O)[O-])c1)C(=O)N1CCOCC1)c1ccc(Br)cc1
-2	-3	1	6.6	1	-3	1	2	-2	Cn1c(CO)cnc1SCc1c(Cl)cccc1Cl
-6	4	1	-0.6	10	0	1	0	-1	CCOc1ccc(C(=O)C[n+]2ccc(C(=O)NCc3ccccc3)cc2)cc1
0	-2	1	7.6	-4	-10	-1	-2	2	CCOC(=O)C(C(C)=O)c1nc(C)nc2c1nnn2Cc1ccccc1Cl (stereo not drawn)
2	8	1	0.5	-1	-8	-9	8	5	O=Cc1cccn1-c1ncc(Br)cn1
1	-5	6	-2.9	0	-3	1	1	1	COc1ccc(OC)c(NC(=O)CN2C(=O)C3(OCCCO3)c3ccccc32)c1
-6	2	2	1.7	-1	-2	-8	3	1	O=[N+]([O-])/C(C(=C(Cl)Cl)N1CCOCC1)=C1\NCCO1
2	2	5	-2.2	12	-8	-3	5	-5	O=C(CSc1nccc(=O)[nH]1)NN(c1ccccc1)c1ccccc1
-4	0	2	nt	-15	-29	-4	5	7	O=C(CC[C@H]1O[C@@H](n2ccc(=O)[nH]c2=O)[C@H](O)[C@@H]1O)N[C@H](Cc1ccccc1)C(=O)NC1CCCCC1
-1	2	2	-1.6	-3	-1	-4	5	-3	COc1ccc(C(CNC(=O)COc2c(C)cc(C)cc2C)N2CCOCC2)cc1 (stereo not drawn)
-4	11	0	1.9	-5	-12	-4	8	7	Cn1c(SCC(=O)Nc2sc3c(c2C#N)CCC3)nnc1C1COc2ccccc2O1 (stereo not drawn)
0	-7	1	0.2	3	2	4	-9	-2	COC(=O)c1ccc(COc2ccccc2/C=C(\C#N)C(=O)NC(C)C)cc1
0	-14	5	4.6	7	12	8	-9	-3	N#C/C(=C(/O)c1ccc(Cl)c([N+](=O)[O-])c1)c1nc2ccccc2[nH]1
2	0	-1	0.9	0	7	4	-2	1	O=C(c1cc(-c2cccs2)on1)N1CCCCC1
-2	21*	0	-0.9	-9	-10	-10	13	6	CC1CC(C)CN(S(=O)(=O)c2cccc3nsnc23)C1 (stereo not drawn)
-3	0	15	3.5	9	1	-9	0	-11	CCO[C@@H]1OC(C(=O)N2CCN(Cc3ccccc3)CC2)=C[C@H](c2csc3ccccc23)[C@H]1CCCO
-2	7	1	8.3	16	-1	-1	7	-4	O=C(NCCN1CCOCC1)c1ccc(Cl)c(S(=O)(=O)N2CCCC2)c1
-1	6	3	-2.3	8	8	7	0	1	C[C@H]1C=C(C(=O)NCc2nc3ccccc3[nH]2)O[C@@H](OCc2ccc(CO)cc2)C1
-9	-7	2	0.4	4	7	7	-16	-9	O=C(N/N=C/c1cc([N+](=O)[O-])ccc1N1CCCCCC1)c1ccccn1
-5	7	2	-2.4	2	-14	-4	8	1	Cc1ccc(N=N/C(=C\O)C(=O)c2ccncc2)cc1
-2	2	2	1.6	12	4	-2	2	-7	C=CCN1C=C2C(=O)C(C)(OC(=O)c3cnc4ccccc4n3)C(=O)C=C2C=C1/C=C/COC (stereo not drawn)
0	-1	1	-1.4	5	-20	8	2	-7	CCOC(=O)CCCNC(=O)CCNC(=O)c1ccc(OC(C)C)cc1
7	-13	3	-2.2	10	21	-2	-11	-7	CCCCNC(=O)C1CCCN(S(=O)(=O)c2c(C)noc2/C=C/c2cccs2)C1 (stereo not drawn)
-3	-4	0	0.3	-6	-3	-3	-2	-2	CCOC(=O)C(C)/C(C)=N/NC(N)=S (stereo not drawn)

M5 ag	M4 PAM	M4 ag	CRFBP-R2 agonist	M5 antag	M1 antag	M4 antag	CHRM1 PAM	CHRM5 PAM	Molecule
2	-2	0	2.1	-3	-2	-6	1	2	CSc1ncccc1C(=O)Nc1ccc(F)c(F)c1F
-2	5	2	0.3	3	0	-6	5	0	Cc1ccc(Cl)cc1NC(=O)CSc1nncn1-c1ccccn1
-7	3	3	-1.5	2	21	3	-5	-17	Cn1c(=O)cc(SCC(=O)N2CCN(c3ccccn3)CC2)c2ccccc21
0	-4	0	-1.1	5	1	2	2	-4	COc1ccc(C(=O)SC2=NCCS2)cc1
-3	-7	2	0.1	11	13	0	-27	-9	CN(CC(=O)Nc1ccc(S(=O)(=O)N2CCCC2)cc1)Cc1ccc(Cl)cc1
-2	5	1	-0.3	4	9	-1	-3	5	C=CCNC(=O)C1CC(=O)N(c2ccc(OCC(=O)NCc3ccccc3)cc2)C1 (stereo not drawn)
-4	-4	2	-0.4	4	2	6	2	-2	Cc1cccc(-n2cc(-c3ccccc3)[nH]c2=S)c1
-5	-5	-1	-1.6	-4	7	-6	-7	-3	Cc1ccc(C(=O)C2CCN(CC(=O)Nc3ccc4c(c3)OCCO4)CC2)cc1
-9	-3	3	-0.3	10	5	-4	-7	-9	Cc1cc(C(=O)Cn2nnc3ccccc3c2=O)c(C)n1-c1ccccc1F
